# Screens deposited in PubChem BioAssay by several laboratories.
# HIF activator = HIF pathway transcriptional activation; activation, % at 7.5 µM (by protocol); U2OS HRE-luciferase reporter, luminescence; normalized: DMSO 0%, desferrioxamine 100%; AID 1910; hit rate 0.32% among 300,000;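 active = mean activation of at least 10% of the iron chelator positive control signal, with at least half of replicates also reaching 10%; inconclusive = mean and replicate majority disagree about reaching 10%; inactive = mean and most replicates under 10%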
# HSP90 inh = HSP90 refolding inhibition in rabbit reticulocyte lysate; luciferase refolding luminescence, 3 h; hit rate 0.91% among 290,000; inhibition, % at 5.6 µM;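 active = inhibition above the screen-wide mean plus 3 SD, computed separately per campaign, cut at about 16% in these data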;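 note: 0% = DMSO wells and 100% = 60 µM geldanamycin wells; inhibitors lower the luminescence because luciferase stays unfolded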
# IEC-6 tox = IEC-6 cytotoxicity, counter-screen for KLF5 inhibitors | luminescence viability | inhibition, % at 5 µM | hit rate 0.78% among 290,000 | AID 1825; in the data active = inhibition above about 22%;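 note: 0% = plate median of test compound wells and 100% = cytotoxic reference compound wells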
# aSyn UTR inh = MLPCN primary screen, SNCA 5' untranslated region; alpha-synuclein 5'UTR reporter, inhibitor activity; inhibition, % (tested at 7.5 µM); hit rate 0.82% among 300,000; AID 1813; in the data active = inhibition above about 60%; inconclusive = no clear call, values can overlap the other calls;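 note: H4 neuroglioblastoma cells stably carrying SNCA 5'UTR luciferase fusion; 0% = DMSO wells and 100% = positive control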
# HSF1 inh = HSF1 inhibition; NIH3T3-HGL HSE-luciferase, MG132-induced, luminescence 8 h; hits give low values; activity change, negative = inhibition, % at 7.5 µM (by protocol); hit rate 0.77% among 300,000; AID 2098;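 active = more than half of replicate wells show activity change below -50%, luminescence cut by over half; inconclusive = some wells, but at most half, below -50%; inactive = no replicate well below -50%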;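 note: luciferase reports HSF-1 transcriptional activity via heat shock element; 0% = median of DMSO wells and -100% = zero luminescence signal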
# Platelet DG rel = platelet dense granule release activity | human platelet-rich plasma, SFLLRN dense granule ATP release, luminescence | hit rate 0.22% among 300,000 | inhibition, %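 (compounds screened at 7.5 µM in platelet-rich plasma)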;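 active = mean replicate score, as percent of positive control, at or above 50; inconclusive = mean below 50 but at least one replicate at or above 50; inactive = mean and every replicate below 50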
# SKKanGAS inh = inhibitors of SKKanGAS S. pyogenes growth in kanamycin (SK-promoter or general growth effect); inhibition, % at 7.5 µM; BacTiter-Glo, 6 h; AID 1662; hit rate 1.3% among 300,000;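 active = mean replicate score, as percent of positive control median, at least 50; inconclusive = mean below 50 but one replicate at or above 50; inactive = mean and every replicate below 50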;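 note: strain carries kanamycin resistance gene driven by streptokinase promoter and grows in 40 µg/ml kanamycin; loss of luminescence reflects streptokinase promoter inhibition or plain growth inhibition; 0% = median of DMSO wells and 100% = positive control at its reference dose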
# AI-2 QS mod = modulates the Vibrio harveyi AI-2 quorum sensing system | Vibrio harveyi JMH597 AI-2 luminescence/OD600 ratio, 9 h; hits give low values; strain lacks LuxN and CqsS sensors; 0 = neutral-control median | activity change, % at 7.5 µM | hit rate 0.4% among 300,000; in the data active = activity change below about -75%, passing the limit was not always enough; inconclusive = no clear call, values can overlap the other calls;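 note: luminescence divided by OD600 gain over 9 h not by final OD600 alone; inactives centre near 13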
# HSF1 activator = increases HSF-1 driven luciferase reporter signal. NIH3T3-HGL HSF-1 luciferase reporter, MG132, 8 h; 100% = twice DMSO control signal. activation, % at 9 µM. hit rate 1.7% among 300,000. AID 504408;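 active = mean replicate activation of at least 50% with a set share of replicates each reaching 50%; inconclusive = only one of those two conditions met; inactive = mean below 50% and too few replicates reaching it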;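 note: 0% = median of the neutral control wells and 100% = twice that signal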
# KLF5 inhibitor = kruppel-like factor 5 inhibition; DLD-1 KLF5 promoter-luciferase reporter, luminescence; inhibition, % at 5 µM; hit rate 0.23% among 290,000;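 active = inhibition above a per-plate limit of that plate's mean compound inhibition plus 3 SD, cut at about 60% in these data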;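 note: 0% = DMSO wells and 100% = LY294002 at 200 µM; higher means less KLF5 promoter-driven luciferase light; inactives centre near -14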
# Numbers without * were called inactive; ? = inconclusive; . = not tested or not shown.
structure	KLF5 inhibitor	HIF activator	AI-2 QS mod	HSF1 inh	SKKanGAS inh	HSP90 inh	aSyn UTR inh	Platelet DG rel	IEC-6 tox	HSF1 activator
Cn1c(CC(=O)Nc2ccccc2)cc2ccccc21	-14	?	7	25	2	-3	10	1	9	15
CC1(C)CC(=O)C=C(NCCCNC2CCCCC2)C1	-24	-0.1	20	-4	1	0	-9	5	-4	-1
COc1ccc(CCn2c(C)cc(C(=O)CSc3nc(N)cc(=O)[nH]3)c2C)cc1	12	0.0	33	4	12	1	-5	-3	-1	-9
Cc1ccc(C(=S)NCS(=O)(=O)c2ccc(C)cc2)cc1	-31	0.3	24	-5	17	3	-17	-7	6	-3
COc1c(C)cc(C(=O)C2CCCN(S(=O)(=O)N(C)C)C2)cc1C (stereo not given)	-32	-4.6	25	-3	0	1	11	-9	-1	-4
CC1=C(C#N)C(c2ccccc2O)C(C#N)=C(C)N1	12	-0.1	29	8	-8	-2	-56	-13	8	42
N#C/C(=C\c1ccc[nH]1)C(=O)N1CCCCC1	-24	-0.2	21	1	39	0	-18	4	-10	10
COc1ccc(C(C)(C)C)cc1NC(=O)Cn1cnnn1	-5	-0.2	38	-7	-10	1	24	-2	0	3
COCCCNC(=O)CSc1nc2sc(C(=O)OC)c(C)c2c(=O)n1N	-24	-0.1	10	3	6	2	-20	1	7	4
CCOC(=O)N1CCN(c2c(Nc3ccc4c(c3)OCCO4)c(=O)c2=O)CC1	-30	0.1	28	-6	-2	1	-4	21	4	1
O=C1C(=O)N(CCN2CCOCC2)C(c2ccccn2)/C1=C(/O)c1ccc(Cl)cc1 (stereo not given)	-15	-49	-20	0	15	2	6	-7	-5	0
CC(=O)Nc1nonc1-c1ccccc1	2	-0.3	18	-3	0	4	-9	17	4	-1

# (cont.)
structure	KLF5 inhibitor	HIF activator	AI-2 QS mod	HSF1 inh	SKKanGAS inh	HSP90 inh	aSyn UTR inh	Platelet DG rel	IEC-6 tox	HSF1 activator
N#Cc1ccccc1NC(=O)CSc1nnc(-c2ccccc2O)n1-c1ccccc1	6	-0.6	16	5	6	-1	-3	8	-11	8
CN=C1c2cc3cc(OC)ccc3n2CCN1Cc1ccccc1	19	0.7	6	-3	-2	0	28	0	10	-6
O=C(Nc1nc2ccccc2[nH]1)c1cc2ccccc2o1	-158	0.2	7	21	30	6	-1	3	6	34
O=C1c2ccccc2NC(c2cccc(O)c2)N1O (stereo not given)	-5	-2.1	18	6	-3	1	-11	1	8	-1
O=C1NCCc2c1[nH]c1c(Cl)ccc(Cl)c21	-8	-1.0	59	-27	-8	1	39	-1	1	-26
O=C(Nc1ccc2c(c1)OCCO2)c1c(F)c(F)c(F)c(F)c1F	-17	-0.2	18	-5	-8	-1	-27	-3	0	-9
CNC(=O)c1c(NC(=O)CCS(=O)(=O)c2ccc(C)cc2)sc2c1CCN(C(=O)OC)C2	.	0.1	37	0	-7	.	-8	-12	.	5
OCCN1CCOCCN(CCO)CCN(CCO)CC1	-22	-0.3	9	4	8	-2	-7	1	1	6
Cc1ccccc1Cn1cc(S(=O)(=O)CC(=O)Nc2nccs2)c2ccccc21	7	-0.1	11	13	12	11	-4	-3	2	34
CCc1nnc(NC(=O)CSc2nnc(-c3ccc(S(=O)(=O)N(CC)CC)cc3)n2CC)s1	-8	0.6	20	-1	0	0	3	7	-6	-13
CN1CC=C2C(C#N)=C(N)C(C#N)(C#N)C(Cc3ccccc3)C2C1 (stereo not given)	-3	-0.3	7	6	0	-2	-13	19	-4	-12
Cc1cc(C)n(-c2ccc(C(F)(F)F)cc2[N+](=O)[O-])n1	-12	-0.1	13	-4	-3	-5	1	-1	-4	1

# Next results:
structure	KLF5 inhibitor	HIF activator	AI-2 QS mod	HSF1 inh	SKKanGAS inh	HSP90 inh	aSyn UTR inh	Platelet DG rel	IEC-6 tox	HSF1 activator
CC(=O)c1cn(C)c(=O)n(C)c1=O	-10	0.3	9	-10	-2	-2	3	2	4	11
CNC(=O)c1nnn(Cc2ccccc2)c1NC(C)=O	-31	0.2	4	-7	-17	3	3	-6	1	5
COc1ccc(CNC(=O)COC(=O)c2cccs2)cc1	-16	-0.9	.	-6	-3	16	-13	-6	-2	7
COc1ccc(OCCCC(=O)OC(C)C(=O)Nc2ccc(C)cc2)cc1 (stereo not given)	.	-3.0	38	4	-16	.	5	-3	.	0
CCOC(=O)CSc1nc(C)c(CC)c(C)c1C(N)=O	17	-0.4	4	-3	6	-3	-1	5	-1	0
CCc1nnc(NC(=O)CSc2nc(-c3ccccc3)cc(-c3ccc(F)cc3)c2C#N)s1	-9	-4.9	7	-14	1	4	34	0	3	11
CNC(=O)Cn1c(=O)n(C)c2ccccc21	-2	0.0	7	-7	0	0	25	5	7	-15
COc1ccc(-c2cc(C)no2)cc1S(=O)(=O)N1CCCN(Cc2ccccc2Cl)C1	-20	-0.3	2	-4	-2	4	31	20	12	-6
Cc1nc2ccc(-c3nc4ccc(N)cc4[nH]3)cc2[nH]1	-18	1.0	7	3	-25	3	49	-1	5	23
Cn1c(=O)oc2cc(S(=O)(=O)NC3CCCCC3)ccc21	2	0.4	1	-3	3	2	10	19	-1	-3
Cn1c(-c2cc(Cl)ccc2O)nc2c1c(=O)[nH]c(=O)n2Cc1ccccc1	-4	-1.0	11	6	.	-1	25	2	-5	10
Cc1ccc(S(=O)(=O)NCc2ccccn2)c(C)c1	-29	0.4	7	-1	1	1	6	-1	-3	3

# Additional results
structure	KLF5 inhibitor	HIF activator	AI-2 QS mod	HSF1 inh	SKKanGAS inh	HSP90 inh	aSyn UTR inh	Platelet DG rel	IEC-6 tox	HSF1 activator
COc1ccc(NC(=S)NCCc2ccccc2OC)c(OC)c1	-5	-0.8	-5	3	-3	-1	12	-1	2	13
COc1ccccc1-n1c(SCC(=O)N2CCOCC2)nc2cccnc21	-9	0.0	8	16	-4	-2	4	6	-4	22
Cc1ccccc1-n1c(SCC(=O)Nc2c(C)cccc2C)nc(O)cc1=O	-27	2.0	.	-1	21	6	0	-8	-1	2
CC(O)CNCCCOc1ccccc1OCc1ccccc1 (stereo not given)	-16	0.5	21	-11	1	17*	-16	1	0	-10
CCc1ccc(C2C(C#N)=C(N)SC(N)=C2C#N)cc1	6	0.0	-3	-34	30	2	-27	3	-5	-43
Cc1cccc(C)c1N1CCc2cn[nH]c21	-18	0.6	1	6	3	4	-10	5	7	8
O=C(CCNS(=O)(=O)c1c(Cl)cccc1Cl)OCC(=O)c1ccccc1	-21	0.3	15	7	-7	-5	-17	-7	0	-14
COc1cccc(OC)c1OCCCc1c(C)n[nH]c1C	-6	-0.2	19	-3	13	0	-4	4	-1	1
COc1ccc(OCC(=O)OCC(=O)NCc2ccc(F)cc2)cc1	-27	-0.4	9	2	-5	3	22	-18	0	-13
CS(=O)(=O)c1nc(S(=O)(=O)c2ccc(Cl)cc2)c(NCCCN2CCCC2=O)s1	-22	0.9	39	10	6	1	25	-10	4	9
CCOc1ccc(-n2c(C)cc(C(=O)CCl)c2C)cc1	-18	5.4	36	12	-10	2	111*	-4	-1	3
COc1ccc(NC(=S)NCCc2c(C)[nH]c3ccc(OC)cc23)cc1	-5	-0.4	25	3	-2	0	-6	-2	-5	29

# (further entries)
structure	KLF5 inhibitor	HIF activator	AI-2 QS mod	HSF1 inh	SKKanGAS inh	HSP90 inh	aSyn UTR inh	Platelet DG rel	IEC-6 tox	HSF1 activator
C=CCn1c(SCC(=O)Nc2ccccc2OC)nnc1-c1ccco1	-14	0.1	52	-5	1	0	4	-2	-9	-13
CC1CCc2c(C(=O)Nc3nccs3)csc2C1 (stereo not given)	-58	2.8	16	9	-9	-1	-151	-3	8	27
CCN(CC)CCn1c2c(c(SCC(=O)NCc3ccccc3)nc1=O)CCCC2	.	-0.1	2	5	-5	.	4	38	.	-12
Cc1cc(Br)ccc1-n1[nH]c(C)c(C=Nc2cccc3nsnc23)c1=O	-3	0.1	35	5	4	2	-70	10	-1	8
CCOC(=O)C1=C(C)NC(C)=C(C(=O)OCC)C1C(=O)O	-21	-0.2	38	.	.	8	-2	0	1	.
Cc1cccc(-n2cc(-c3ccccc3)[nH]c2=S)c1	-57	6.7	-4	17	-6	2	-108	-1	-9	41
CCN(CC)c1ccc(/C=N/NS(=O)(=O)c2ccc(C)c([N+](=O)[O-])c2)cc1	-40	-1.0	14	-5	-7	3	14	16	3	1
COC(=O)c1ccc(CSc2nc3ccccc3c(=O)n2C)o1	-5	0.0	10	7	-3	3	-6	6	-3	-14
CCN(CC)CCNC(=O)CNC(=O)c1nn(-c2ccc(OC)cc2OC)c(=O)c2ccccc12	1	-8.2	3	7	-1	1	-9	1	-2	9
O=C(O)c1cc2cc(Cl)cc(Cl)c2oc1=O	-24	0.1	21	1	2	0	1	4	-2	3
CCOc1cc(/C=N/Nc2nc(Nc3ccccc3)nc(N3CCCCC3)n2)ccc1OCC(=O)O	-27	0.1	3	-22	31	-2	4	3	2	-17
COCCNC(=O)c1ccc2c(c1)ncn2-c1ccc(C)c(Cl)c1	-21	2.2	11	1	-4	-5	-50	11	-4	4
CCOC(=O)c1ccc(NC(=O)C2(c3ccc(Cl)cc3)CCCC2)cc1	-4	-0.2	21	2	47	2	0	-4	-2	5
O=C(CCNC(=O)c1ccco1)Nc1ccc(OC(F)(F)F)cc1	-17	0.1	14	-6	-2	-3	12	-10	0	5
